# Compound activity from PubChem.
# NPYLR7 agonist – activates Aedes aegypti NPYLR7 receptor; AID 1259423; activation, % at 10 µM; 270,000 compounds, 0.15% hits; HEK293T NPYLR7/Galpha15, GCaMP6s calcium fluorescence; in the data active means activation above about 40%;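 further: 0% = vehicle and 100% = reference agonist at the receptor; some compounds past the cut are filed as inactive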
# hcGAS lum – inhibitors of human cGAS; inhibition, % at 12.5 µM; recombinant h-cGAS, ATP depletion, Kinase-Glo luminescence; 290,000 compounds, 0.081% hits; AID 1259398;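 further: 0% = vehicle reaction and 100% = reaction without DNA for no activity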
# Target sequence (Q8N884 whole entry, looked up): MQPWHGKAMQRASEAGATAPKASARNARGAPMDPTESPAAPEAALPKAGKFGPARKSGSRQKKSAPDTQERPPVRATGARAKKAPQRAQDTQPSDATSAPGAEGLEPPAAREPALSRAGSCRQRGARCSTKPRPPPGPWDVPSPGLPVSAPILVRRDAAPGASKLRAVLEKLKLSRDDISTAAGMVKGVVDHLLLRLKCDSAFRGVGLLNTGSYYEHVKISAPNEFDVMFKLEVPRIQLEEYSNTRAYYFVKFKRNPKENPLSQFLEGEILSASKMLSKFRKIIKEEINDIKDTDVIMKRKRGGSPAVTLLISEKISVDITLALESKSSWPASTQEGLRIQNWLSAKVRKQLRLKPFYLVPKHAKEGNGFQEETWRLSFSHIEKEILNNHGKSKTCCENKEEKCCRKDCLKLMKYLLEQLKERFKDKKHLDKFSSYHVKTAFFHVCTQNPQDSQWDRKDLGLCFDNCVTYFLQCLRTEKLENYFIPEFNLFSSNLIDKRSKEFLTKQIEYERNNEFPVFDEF
# mcGAS inh – inhibitors of mouse cGAS; Q8C6L5; recombinant cGAS, Kinase-Glo ATP depletion luminescence; inhibition, % at 12.5 µM; 160,000 compounds, 0.15% hits;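 further: 0% = negative control wells and 100% = reference inhibitor with no enzyme activity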
# Numbers without * were called inactive; . = not tested or not shown; & = joins results of further samples. Unless noted, no stated cut-off is given here; in the data, active means inhibition above about 40%; inactive means the rest. An unsorted share of the library. Share with any hit: about 0.29%.
# Under each structure: NPYLR7 agonist	hcGAS lum	mcGAS inh
1	COc1cccc(CN2CCC2(C)C(=O)Nc2cccc(Br)c2C)c1OC (stereo not given)
  -2	4	1
2	CCc1nn(-c2ccc(F)cc2)c(N2CCN(C(C)C)CC2)c1CN(CC(C)C)S(C)(=O)=O
  9	-3	-5
3	CC(C)Cc1cc(C(=O)N2CCN(C)C(c3ccccc3)C2)nc(=O)[nH]1 (stereo not given)
  15	-6	-13
4	CN(Cc1ccccc1F)c1nn(C)c(=O)n(C)c1=O
  1	-8	-16
5	CC(C)(C)C(=O)N1CCN(Cc2nc3ccccc3n2Cc2ccccc2)CC1
  -1	-4	.
6	O=C(CN1CCOc2ccccc2C1)N1CCC(Oc2ncccn2)CC1
  -6	1	-10
7	O=C(NCCN1CCCC1)c1sccc1-n1cccc1
  2	-10	.
8	Fc1ccc(COC2CCCNC2)cc1 (stereo not given)
  21	1	.
9	COc1ccc(-c2nc(NC(C)=O)sc2C)cc1[N+](=O)[O-]
  -7	0	-7
10	Cc1ccccc1Cn1c(C(=O)N2CCN(C(=O)C3CCCC3)C(C)C2)cc2ccoc21 (stereo not given)
  -1	-1	-1
11	CC(C)c1ccc(CN2CCN(Cc3nc(C(=O)N4CCCCC4C)co3)CC2)cc1 (stereo not given)
  6	-7	.
12	CCc1nc2cc(NC(=O)C3(C)CCN(C)C3)ccc2o1 (stereo not given)
  2	-13	.
13	O=C(/C=C/c1cnccn1)N(Cc1ccccc1)C1CCCCC1
  -1	-5	-6
14	O=C(CN(C(=O)Nc1cccc(Br)c1)C1CC1)N(CCc1c[nH]c2ccccc12)Cc1ccc(C(F)(F)F)cc1
  19	-2	-6
15	CCC(C(=O)NCCc1cc2ccc(C)cc2[nH]c1=O)c1ccccc1 (stereo not given)
  0	-10	-8
16	COc1cccc(C(=O)N2CCC3(CC2)OCC(C(=O)O)N3C(=O)c2cccc(F)c2)c1 (stereo not given)
  9	-4	-5
17	CN1CCN([C@H]2CN(Cc3cc(C(C)(C)C)ccc3O)C[C@@H]2O)CC1
  10	-1	.
18	CN(C)c1ccc(NC(=O)C2CCCC2)cc1CN(Cc1ccco1)C(=O)c1ccc(F)cc1
  4	4	-1
19	CC(=O)Nc1nnc(SCc2ccc(C(C)(C)C)cc2)s1
  -3	-4	-5
20	COc1ccccc1CNC(=O)C1(C)CCN1C(=O)Cc1ccc(C(C)C)cc1 (stereo not given)
  -4	2	-1
21	Cc1nn2c(=O)c3cc(-c4ccccc4)sc3nc2c2ccccc12
  0	3	.
22	C[C@H](CCC(=O)N1CCc2ccccc2C1)[C@H]1CC[C@H]2[C@@H]3C(=O)C[C@@H]4CC(=O)CC[C@]4(C)[C@H]3CC(=O)[C@]12C
  -8	-5	-3
23	Cc1csc2nc(=O)c3ccccc3n12
  -3	-8	.
24	CCN1CCCC(CN2CCN(Cc3cccc(Cl)c3)CC2)C1 (stereo not given)
  2	-5	-9
25	CC(C)OP(=O)(OC(C)C)C(Nc1ccc(N)cc1)c1cccc(N)c1 (stereo not given)
  4	-9	.
26	CCOc1ccccc1C(=O)N1CCCCC1C(=O)OCCc1ccc(OC)c(OC)c1 (stereo not given)
  -1	-3	1
27	COc1cccc(-c2ccc(NC(=O)C3CCCN(C(=O)c4ccoc4)C3)cc2)c1 (stereo not given)
  14	-6	.
28	O=C1C2C3C=CC(C3)C2C(=O)N1c1cccnc1 (stereo not given)
  5&-3	-3&-3	-2&-1
29	Cc1nc2sc(C)c(C)n2c(=O)c1NC(=O)c1ccccc1F
  11	-10	.
30	CC(C)(C)c1cc(CCC(=O)NCCNS(=O)(=O)c2ccc3[nH]cc(C(=O)O)c(=O)c3c2)cc(C(C)(C)C)c1O
  -9	-5	-4
31	O=C(Nc1ccc(-c2cccc(F)c2)cc1)C1CCCN(C(=O)Cc2ccccn2)C1 (stereo not given)
  10	-9	.
32	CC(C)c1ccsc1C(=O)Nc1cccc(-n2cc[nH]c2=S)c1
  13	-8	-15
33	O=C(CSc1nnc2ccc(-c3cccs3)nn12)c1cccs1
  -12	-6	-7
34	CCONC(=O)c1ccc(CSc2nc(Cl)cc(N3CCN(c4ccccc4F)CC3)n2)cc1
  15	-3	-6
35	COCC1CN(C2CCC2)CC12CCN(C(=O)c1ccn[nH]1)CC2 (stereo not given)
  .	-5	-3
36	COCCCN1C(=O)/C(=C\c2sccc2C)C(C(=O)OC)=C1C
  1	-4	-7
37	CCOc1ccc(CN(Cc2ccc(F)cc2)Cc2nc(C(=O)N3CCN(C(C)=O)CC3)co2)cc1
  13	-3	-5
38	Cc1ccc(S(=O)(=O)N2CCN(c3ccc(C)c(Cl)c3)CC2)cc1
  3	5	-4
39	CCc1nnsc1C(=O)NCCC1CCCN(C(C)C)C1 (stereo not given)
  .	-11	-6
40	CN(Cc1nccn1C)C(=O)Nc1ccc(F)cc1F
  -2	-4	-2
41	CC(C)c1ccc(CN(C(=O)c2ccc(=O)[nH]n2)C2CC2)cc1
  7	-7	-7
42	Cn1nc(C(C)(C)C)cc1C(=O)N1CCN(Cc2cc(=O)c(OCc3ccc(-c4ccccc4C#N)cc3)co2)CC1
  3	-3	-6
43	COc1c(C=NNC(=O)c2cccc(Br)c2)sc2ccccc12
  -7	-4	-6
44	CCCC(C)(NC(=O)c1cccc(Cl)c1Cl)C(=O)OC (stereo not given)
  6	-8	.
45	COCCN(Cc1nccn1Cc1ccc(OC)cc1)C(=O)C1CC1
  -15	-2	1
46	COc1cc2nc(N3CCN(C(=O)c4ccco4)CC3)nc(N)c2cc1OC
  -11&-10&10&3	-2&-4&-6&-6&11	-4&-3
47	COc1ccc(CCn2c(-c3ccc(OC)c(F)c3)nc3cc(Cl)ccc3c2=O)cc1
  6	-1	-4
48	COc1ccc(C(=O)N(Cc2ccccc2)C2CCC(NC(=O)C3CCN(C(=O)c4cccc(Cl)c4)CC3)CC2)cc1 (stereo not given)
  -3	-7	-6
49	Cc1ccc(N2CCn3c2nc2c3c(=O)n(CCC(C)C)c(=O)n2C)c(C)c1
  -1	-5	.
50	Cc1ccc(N2CCOC2=O)cc1NC(=O)c1ccc(Cl)s1
  3	-4	.
51	CCC(CC)C(=O)Nc1cccc(-c2cccc(-c3cc(OC)ccc3OC)n2)c1
  1	-3	-5
52	CC(NC1CCC2(CCNCC2)CC1)c1ccc(S(C)(=O)=O)cc1 (stereo not given)
  2	-4	.
53	Cc1ccc(C2=NN(C(=O)CN3CCCCC3)C(c3ccccc3F)C2)c(C)c1 (stereo not given)
  0	-7	-6
54	Cc1cccc(NC(=O)c2cn(C)cc3c(=O)n(-c4ccccc4)nc2-3)n1
  7	-4	-7
55	CN(C)S(=O)(=O)c1cccc(NC(=O)c2sccc2-n2cccc2)c1
  6	3	.
56	CCc1[nH]n(-c2cccc(Cl)c2)c(=O)c1C1=C(N(C)CC)C(=O)N(c2ccc(OC)c(OC)c2)C1=O
  25	-5	-7
57	CCOC(=O)c1sc2[nH]c(-c3ccccc3)cc(=O)c2c1C
  9	-5	.
58	CCCC(=O)N1CCC1(C)C(=O)Nc1ccnn1CC (stereo not given)
  8	4	.
59	Cc1nn(-c2ccccc2)c2[nH]cc(C(=O)N(C)c3ccccc3)c(=O)c12
  -4	-6	-7
60	Cc1nonc1C(=O)N=Nc1c(O)[nH]c2ccc(Br)cc12
  8	-2	-3

# Further records follow.
# Under each structure: NPYLR7 agonist	hcGAS lum	mcGAS inh
61	CC(C)n1cc(C(=O)N2CCCC(c3n[nH]c(=O)n3-c3ccccc3)C2)cn1 (stereo not given)
  7	-2	.
62	Cc1ccc(-n2ncc3c(C4CC4)nn(CC(=O)N4CCc5ccccc54)c(=O)c32)c(C)c1
  5	-3	.
63	CC(C)C(CNCc1ccccc1)N1CCCC1 (stereo not given)
  0	-5	.
64	Cc1cc(C)c(S(=O)(=O)N2CCC3(CC2)C(=O)N(CC(=O)NCc2cccc(C(F)(F)F)c2)CN3c2ccccc2)c(C)c1
  19	-8	-5
65	Fc1ccc(C2=Nc3nc(C(F)(F)F)nn3C(c3ccc(F)c(F)c3)C2)cc1 (stereo not given)
  5	2	.
66	CN(C)C(CNC(=O)NCc1cccc2ccccc12)c1ccsc1 (stereo not given)
  6	-9	-7
67	Cc1ccc(-c2csc(N)n2)cc1
  0	-5	-3
68	O=C(CCn1cnc2ccccc2c1=O)Nc1cccc(S(=O)(=O)N2CCCCC2)c1
  1	3	.
69	COc1ccc(C(C)(C)O)c(OCc2ccccc2)c1
  -28&1	9&-4	.
70	Cc1nc2c(OCC(=O)c3ccc(Cl)cc3Cl)cccn2c1N(C)C(=O)CCC1CCCC1
  -4	2	0
71	COc1ccc(-c2nccn2C2CCCC2)cc1Cn1cccn1
  -7	-4	.
72	CCc1nc2ccc(C(=O)NC3CCN(Cc4ccccc4)CC3)cn2c1N(C)Cc1cc2ccccc2s1
  4	0	-2
73	Cc1ccc2nc(SCc3ccc(Br)cc3)nc(=O)n2c1
  5	0	-5
74	CCNC(=O)Nc1ccc(N(C)C)c(CN(Cc2ccc(F)cc2)C(=O)c2cccs2)c1
  -4	-6	-4
75	CCOCCCN(CC(=O)N(Cc1cccn1Cc1ccccc1Cl)CC(C)C)C(=O)Cc1cccs1
  15	1	-4
76	COc1ccc(Nc2nc(N)c([N+](=O)[O-])c(NCc3ccco3)n2)cc1
  2	-1	-7
77	O=C(c1cccnc1)N(c1cc2sc(=O)oc2c2ccccc12)S(=O)(=O)c1ccc(F)cc1
  2	-14	-1
78	NNc1ccnc2c(Cl)cccc12
  -5	-5	.
79	Cc1cc(C)n(C(C)CNS(=O)(=O)c2ccc(Cl)cc2)n1 (stereo not given)
  -2	2	.
80	Cc1ccc([N+](=O)[O-])cc1S(=O)(=O)N(C)CCCN1c2ccccc2CCc2ccccc21
  1	-1	0
81	O=C(CC1CCCO1)NCc1ccc(N2CCCC2)cc1 (stereo not given)
  3	-7	.
82	CCOC(=O)C1(Cc2ccc(OC)cc2)CCN(C(=O)C2(C)CCCCC2)CC1
  5	-7	.
83	O=C(O)c1nc(N2C(=O)C3C4C=CC(C4)C3C2=O)n[nH]1 (stereo not given)
  -10	0	-5
84	Fc1cccc(C2CC(c3cccc(Br)c3)Nc3nnnn32)c1 (stereo not given)
  25	-6	.
85	O=C(Nc1ccccc1F)c1cccn(OCc2ccccc2F)c1=O
  3	-2	-6
86	Cc1cccc2[nH]c(C3CCN(C(=O)CCn4cnnn4)CC3)nc12
  .	-7	-10
87	CC(C(=O)N1CCOCC1)N1CCN(c2ccc(Cl)cc2)CC1 (stereo not given)
  .	-5	-5
88	N#Cc1ccc(-c2ccccc2)nc1SCc1ccccc1F
  -6	0	0
89	COc1cn(CC(=O)Nc2ccccc2C)c(CN2CCN(C(C)=O)CC2)cc1=O
  0	-1	-1
90	O=C(CCN1C(=O)/C(=C/c2ccccc2)SC1=S)NC12CC3CC(CC(C3)C1)C2
  0	-8	-5
91	C=C(Nc1sc2c(c1C(=O)OC(C)C)CCC(C)C2)C(C#N)C(N)=O (stereo not given)
  18	1	.
92	O=C(Nc1ccc(OCC2CCOC2)cc1)c1ccc2nccn2c1 (stereo not given)
  -3	-9	-18
93	O=C(NCCCOC1=NS(=O)(=O)c2ccccc21)Nc1ccc(Cl)cc1
  -5	-8	-14
94	CN(C)CCNC(=O)c1csc(N2CCN(CCc3ccccc3)C2=O)n1
  2	-10	.
95	CCC(=O)Nc1ccc(N(C)C)c(CN(Cc2ccccc2)C(=O)C(C)(C)C)c1
  .	-6	-10
96	CCc1ccc(N2CC(C(=O)OCc3nnc(C)o3)CC2=O)cc1 (stereo not given)
  9	-5	.
97	O=C(COc1cccc(C(F)(F)F)c1)Nc1ccc2c(c1)OCO2
  -5	3	.
98	O=S(=O)(Nc1ccc(-n2cnnn2)cc1)c1ccc(S(=O)(=O)N2CCCC2)cc1
  8	2	.
99	CCCCN(CC)C(=O)c1cc2c(=O)n3cccc(C)c3nc2n1C
  5	0	.
100	O=C(c1ccc(=O)[nH]c1)N1CCC(Cc2nncn2-c2ccccc2)CC1
  2	-8	-12
